# Assay outcomes: PubChem BioAssay, several laboratories
# RPL19A TOR yeast: yeast TOR pathway RPL19A-GFP modulation; AID 2025; hit rate 0.3% among 330,000; percent response vs DMSO, % at 10 µM; S. cerevisiae RPL19A-GFP strain, flow cytometry, 3 h; active compounds read low;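 active = percent response vs DMSO below 50%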;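 also: median channel GFP fluorescence of the barcoded RPL19A-GFP strain; ratio of sample median GFP to plate DMSO average so 100% = DMSO; lower means less RPL19A-GFP as with rapamycin TOR inhibition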
# proCasp7 act: counter-screen: procaspase-7 (human) activation | P55210 | recombinant procaspase-7, Ac-DEVD-pNA absorbance 405 nm; D23A/D198A/D206A triple mutant, cannot self-cleave; scale: DMSO 0, 5 µM enzyme 100 | activation, % at 8.5 µM | hit rate 0.093% among 330,000;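 active = percent activation above the screen-wide mean plus 3 SD, cut at about 25% in these data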
#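 System: Uncleavable procaspase-7 mutant enzyme; Amount: 2 µM procaspase-7 mutant as dispensed; Schedule: 1 h compound preincubation, 2 h substrate cleavage, 25 °C; Measured by: 405 nm absorbance of p-nitroaniline; Evaluation: percent activation from buffer-corrected 0–120 min absorbance change; Control set: low DMSO alone, high DMSO plus 5 µM PC-7.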
# EBNA-1 inhibitor: blocks EBNA-1 binding to DNA. EBNA-1 DNA binding, fluorescence polarization. inhibition, % at 14.8 µM. hit rate 0.34% among 300,000; in the data active = inhibition above about 28%
# MEP2-GFP yeast: yeast TOR pathway MEP2-GFP modulation; hit rate 0.51% among 330,000; GFP response vs DMSO, % at 10 µM; S. cerevisiae MEP2-GFP strain, flow cytometry GFP, 3 h; 100% = DMSO control level; AID 2016;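 active = GFP response versus DMSO above a set limit, roughly screen mean plus 3 SD, cut at about 180% in these data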;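 also: median GFP fluorescence of the barcode-gated MEP2-GFP cells per well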
# AHR activator: activates the human aryl hydrocarbon receptor | P35869 | AHR-responsive luciferase reporter cells, luminescence | activation, % at 5 µM | hit rate 2.5% among 320,000 | AID 2796; in the data active = activation above about 47%;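 also: 0% = vehicle wells and 100% = reference agonist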
# Target sequence (P35869 whole entry, looked up): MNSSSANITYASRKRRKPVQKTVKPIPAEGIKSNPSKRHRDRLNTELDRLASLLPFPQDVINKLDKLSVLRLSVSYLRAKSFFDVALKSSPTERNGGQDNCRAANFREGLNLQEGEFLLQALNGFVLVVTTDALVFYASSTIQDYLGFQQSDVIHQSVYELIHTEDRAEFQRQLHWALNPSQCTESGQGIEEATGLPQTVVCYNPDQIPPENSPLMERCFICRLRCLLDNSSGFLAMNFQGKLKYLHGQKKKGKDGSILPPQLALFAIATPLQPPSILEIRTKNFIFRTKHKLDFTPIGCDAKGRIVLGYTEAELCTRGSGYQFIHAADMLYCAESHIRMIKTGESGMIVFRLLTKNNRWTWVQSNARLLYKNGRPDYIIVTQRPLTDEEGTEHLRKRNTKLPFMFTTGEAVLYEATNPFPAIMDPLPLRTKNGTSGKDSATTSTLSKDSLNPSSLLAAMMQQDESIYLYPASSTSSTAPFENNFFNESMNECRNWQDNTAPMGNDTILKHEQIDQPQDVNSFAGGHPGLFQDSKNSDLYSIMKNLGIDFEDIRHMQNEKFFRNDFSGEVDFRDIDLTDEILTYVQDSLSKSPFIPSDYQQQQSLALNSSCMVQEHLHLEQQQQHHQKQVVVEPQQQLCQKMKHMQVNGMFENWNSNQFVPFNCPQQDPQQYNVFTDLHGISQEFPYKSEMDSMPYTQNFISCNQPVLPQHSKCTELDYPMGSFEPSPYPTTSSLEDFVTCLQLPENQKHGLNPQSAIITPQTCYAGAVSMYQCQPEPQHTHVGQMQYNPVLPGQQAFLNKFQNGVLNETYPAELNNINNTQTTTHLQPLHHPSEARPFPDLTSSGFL
# ZTA DNA inh: blocks Epstein-Barr virus ZTA, an EBNA-1 counter-screen. P03206. hit rate 0.15% among 320,000. AID 2234. ZTA-DNA binding, fluorescence polarization. inhibition, % at 11 µM; in the data active = inhibition above about 33%
# LAP4 TOR yeast: yeast TOR pathway LAP4-GFP modulation | S. cerevisiae LAP4-GFP multiplex, flow cytometry GFP, 3 h; median GFP as percent of DMSO wells | hit rate 0.34% among 320,000 | AID 2023 | GFP response vs DMSO, % at 10 µM;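 active = GFP response vs DMSO above a set limit, about the screen mean plus 3 SD, cut at about 150% in these data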
# procasp3 activ: activates human procaspase-3; hit rate 0.11% among 330,000; recombinant procaspase-3 D3A, Ac-DEVD-pNA absorbance 405 nm; AID 463141; activation, % at 8.5 µM; P42574;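 active = activation above the mean of all tested compounds plus 3 SD, cut at about 21% in these data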;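 also: 0% = DMSO alone and 100% = DMSO wells spiked with extra 5 µM PC-3 D3A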
#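 Compound: 8.5 µM single point, 0.8% DMSO / Material: Autoprocessing-dead procaspase-3 D3A mutant enzyme / Timing: 1 h preincubation plus 2 h reaction at 25 °C / Medium: Zinc-free HEPES/NaCl buffer with 0.01% Triton X-100 at pH 7.4 / Technique: 405 nm absorbance of p-nitroaniline, reads at 0 and 120 min / Repeats: one well per compound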
# Starred values were filed as active, the others as inactive; x = not tested or not shown; [ ] = dose if it differs, or a comment.
cpd	compound	RPL19A TOR yeast	proCasp7 act	EBNA-1 inhibitor	MEP2-GFP yeast
1	C=C1CCN([C@H](C(=O)NCc2ccc(Cl)c(Cl)c2)C(C)C)S(=O)(=O)c2ccccc21	95	-11	0	92
2	OC12CCCCC1C(c1ccc3c(c1)OCO3)N(Cc1ccccc1F)CC2 (stereo not given)	103	-4	7	108
3	Brc1ccc(Nc2nc3ccccc3n3nnnc23)cc1	94	-4	-1	112
4	O=C(O)c1cccc(-c2ccc(/C=N/NC(=O)c3cccnc3)o2)c1	97	0	9	104
5	CC1CCc2sc3ncnc(N4CCOCC4)c3c2C1 (stereo not given)	84	-4	-3	88
6	O=C(Nc1ccc2c(c1)OCCO2)c1cccc(Cl)c1	100	0	-17	103
7	CCCN(CC(=O)Nc1ccccc1OC)Cc1c(O)ccc2ccccc12	106	-27	1	109
8	O=C(NCCCN1CCCC1=O)c1ccccc1NS(=O)(=O)c1ccc(Br)cc1	102	-3	0	107
9	CNC(=S)NNC(=O)c1ccc2c(c1)OCO2	100	-1	-13	96
10	O=[N+]([O-])c1cc([N+](=O)[O-])c(Oc2cc(Cl)cc(Cl)c2)cc1NN1CCCCC1	105	-2	9	110
11	CC(C)c1ccc(NC(=S)Nc2ccc3cn[nH]c3c2)cc1	94	-3	8	95
12	COC(=O)c1sc(NC(=O)CSc2nncs2)c(C(=O)OC)c1C	100	-2	-10	100
13	CC(=O)N/C(=N/c1nc(C)cc(C)n1)Nc1cc(C)cc(C)c1	105	-3	-12	110
14	O=C1C=C(Nc2ccc(O)cc2)CC(c2ccco2)C1 (stereo not given)	102	-7	4	106
15	CC1(C)CC2c3cccc(C(=O)O)c3C(=O)N2c2c1ccc1ccccc21 (stereo not given)	108	3	8	101

cpd	AHR activator	ZTA DNA inh	LAP4 TOR yeast	procasp3 activ
1	0	6	101	5
2	1	-3	101	4
3	94*	6	100	11
4	11	-3	102	2
5	3	14	81	-7
6	9	-9	87	6
7	15	3	103	-9
8	4	15	98	5
9	8	1	96	-1
10	-1	-8	102	2
11	20	2	94	-2
12	-5	-2	98	1
13	58*	-6	96	11
14	3	8	104	-2
15	-2	17	89	2

# Further results:
cpd	compound	RPL19A TOR yeast	proCasp7 act	EBNA-1 inhibitor	MEP2-GFP yeast
16	O=C(NCc1cccnc1)c1ccccc1Br	97	10	2	103
17	Cc1cccc(C)c1C(=NCCN(C)C)c1ccccc1	97	7	-7	107
18	CC1=C2C3OC(=O)C(C)[C@@H]3CC[C@](C)(O)C2C2C3C4C5(C12)[C@H]1OC(=O)[C@@H](C)C1CC[C@]4(C)O[C@]5(C)[C@@H]3O (stereo not given in full)	110	7	-3	111
19	CCN(C[C@H]1N[C@@](Cc2ccccc2)(C(=O)OC)[C@H]2C(=O)N(C)C(=O)[C@@H]12)S(=O)(=O)c1ccc(C(F)(F)F)cc1	97	-5	x	96
20	COc1ccc(/C=N/n2c(C)nnc2C)c(OC)c1	105	-5	10	105
21	C=CCn1c(SCC(=O)Nc2cc(C)on2)nnc1-c1ccccc1F	104	6	x	104
22	CN1CCN(NC(=O)c2cc(S(=O)(=O)Nc3ccc(Cl)cc3)ccc2Cl)CC1	97	3	13	98
23	CCCCSc1nnc(CCCCCNC(=O)OC(C)(C)C)o1	101	5	-1	100
24	O=C(/C=C/c1ccc(Cl)cc1)NC(=S)Nc1ccc(CN2CCOCC2)cc1	108	-7	-11	100
25	N#Cc1c(C(F)(F)F)cc(Cc2ccccc2)nc1SCC(=O)NCC(=O)O	100	1	-7	99
26	CC12c3ccccc3C(c3ccccc31)C1C(=O)N(Cc3cccnc3)C(=O)[C@H]12 (stereo not given in full)	102	3	1	98
27	O=C(CSc1nnc(CNC(=O)c2c(F)cccc2F)o1)NCc1ccco1	96	-20	-1	98
28	COc1cc(CCC(=O)Nc2cnc3ccccc3c2)cc(OC)c1OC	104	2	1	102
29	O=[N+]([O-])c1ccccc1/C=N/NC1=NS(=O)(=O)c2ccccc21	96	1	0	94
30	O=C(Nc1ncccc1Cl)c1ccccc1F	108	6	0	110

cpd	AHR activator	ZTA DNA inh	LAP4 TOR yeast	procasp3 activ
16	3	-3	96	4
17	0	7	113	-6
18	1	-6	122	11
19	-2	x	101	9
20	0	-5	111	1
21	0	x	102	6
22	1	-4	115	4
23	8	-11	92	-2
24	-1	7	98	10
25	-1	2	112	-23
26	0	0	89	4
27	2	1	101	0
28	4	-4	102	-8
29	1	9	79	6
30	7	-3	86	-5

# Next results follow.
cpd	compound	RPL19A TOR yeast	proCasp7 act	EBNA-1 inhibitor	MEP2-GFP yeast
31	COc1ccc(-c2noc(CCCOc3ccc(Cl)cc3Cl)n2)cc1	95	19	-9	100
32	Nc1cc(C(=O)OCC(=O)NCCC2=CCCCC2)ccc1Cl	93	13	x	94
33	Cn1cccc1C1NC(=O)c2c(sc3c2CCC(C(C)(C)C)C3)N1 (stereo not given)	102	-5	15	100
34	COCCC(=O)N1CCCC(N2CCN(c3ccc(F)cc3)CC2)C1 (stereo not given)	110	-2	6	108
35	CC(=O)N1c2ccc(N=Cc3cc(Br)cc(Br)c3O)cc2CC1C (stereo not given)	104	-4	-3	98
36	CC(C)C[C@@]12C(=O)N(c3cccc(Cl)c3)C(=O)N1[C@H](c1ccc(Br)cc1)[C@@H]1C(=O)N(C(C)(C)C)C(=O)[C@@H]12	99	-5	-9	100
37	CCOC(=O)COc1nc(Nc2ccccc2C)nc(N(C)C)n1	97	-4	1	91
38	O=C1c2c(O)cc(O)cc2O[C@H](c2ccc(O)c(O)c2)[C@H]1O	102	-16	2	97
39	Cc1cccc(C)c1NC(=S)N/N=C/c1c(Cl)cccc1Cl	106	5	2	99
40	CCCCN(C)CCNC(=O)Cn1c(=O)sc2ccccc21	99	-2	5	106
41	Cc1ccc(C(=O)O)cc1NC(=O)CSc1nnc(-c2ccccc2F)n1C1CCCCC1	93	6	x	95
42	CCOC(=O)c1cc2sccc2n1CC(=O)Nc1ccc2c(c1)OCCO2	105	-7	-1	104
43	COc1ccc(C=O)cc1COc1ccc(Cl)cc1[N+](=O)[O-]	99	-1	5	100
44	O=C(CCNC(=O)C1CCN(S(=O)(=O)c2ccc(F)cc2)CC1)NCc1ccc(F)cc1	106	2	14	110
45	CN(C(=O)COC(=O)c1ccc(F)c(S(=O)(=O)N2CCOCC2)c1)C1CCS(=O)(=O)C1 (stereo not given)	100	2	0	95

cpd	AHR activator	ZTA DNA inh	LAP4 TOR yeast	procasp3 activ
31	2	-5	97	3
32	3	x	94	17
33	7	5	97	-4
34	0	1	95	3
35	-1	13	99	9
36	2	-6	92	2
37	0	7	101	8
38	-2	1	113	7
39	-3	-16	97	-1
40	0	2	97	-1
41	1	x	104	7
42	2	7	98	-7
43	-2	-4	113	1
44	0	15	99	6
45	2	-10	100	-1

# Next records.
cpd	compound	RPL19A TOR yeast	proCasp7 act	EBNA-1 inhibitor	MEP2-GFP yeast
46	COCCN(CCOC)S(=O)(=O)c1ccc(C(=O)Nc2ccc(S(=O)(=O)Nc3nccc(C)n3)cc2)cc1	114	10	10	108
47	CCN1/C(=C2\C(=O)N(c3ccccc3)N=C2C)C=Cc2cc(C)ccc21	107	0	-2	110
48	O=S(=O)(Nc1nc2ccccc2nc1Cl)c1ccc(F)cc1	101	-9	-11	108
49	COc1ccc(NS(=O)(=O)c2ccc3c(c2)CCCN3C(C)=O)cc1	100	-7	-12	110
50	c1ccc(C[C@H]2CNCCN2CC2CCCCC2)cc1	90	5	15	89
51	CCOC(=O)c1cnn(-c2ccccc2)c1NC(=O)c1ccccc1	100	6	-5	106
52	Cc1ccc(S(=O)(=O)N(C)Cc2cc3cc(C)ccc3[nH]c2=O)cc1	100	6	-7	99
53	O=Cc1ccc(OCc2cccc(C(F)(F)F)c2)cc1O	84	-1	-6	103
54	Cc1cc(NC(=O)c2ccccc2-c2ccccc2)ccc1Br	103	0	-2	103
55	COc1cc(-c2cc(-c3ccccc3)nc(SCC(=O)Nc3nccs3)c2C#N)cc(OC)c1OC	100	1	-19	99
56	Cc1ccc(Cl)cc1NC(=O)CCC(=O)Nc1cc(Cl)ccc1C	99	-3	3	106
57	COc1ccc(NC(=O)CCS(=O)(=O)c2ccc(OC)cc2)cc1	99	3	-8	94
58	CCn1ncc(CNC(=O)CCSc2nc(-c3ccco3)cc(C(F)(F)F)n2)c1C	101	3	-6	105
59	O=C(NCCNCc1ccc(F)cc1)c1ccco1	101	2	-14	98
60	Cc1ccc(-n2ncc3c(=O)n(CC(=O)NC4CCCCC4)cnc32)cc1C	101	7	3	106
61	Cc1cc(C)cc(-n2nnc(C(=O)NCc3ccccc3)c2N)c1	103	-6	15	101
62	CCOc1ccc(-c2nnc(-c3ccccc3)o2)cc1	30*[may fluoresce violet]	-2	14	394*[may fluoresce violet]
63	O=C(NCc1ccco1)C(c1ccc(F)cc1)N(CC1CCCO1)C(=O)Cn1nnc2ccccc21 (stereo not given)	97	5	3	97

cpd	AHR activator	ZTA DNA inh	LAP4 TOR yeast	procasp3 activ
46	0	2	92	-3
47	2	-10	96	-5
48	2	2	101	1
49	-1	-1	87	6
50	5	-10	125	0
51	1	-3	104	1
52	11	-1	89	0
53	1	1	88	-6
54	94*	7	104	-3
55	6	6	92	3
56	2	9	104	7
57	3	-8	98	2
58	1	8	100	5
59	-2	-18	101	2
60	2	-15	103	3
61	-2	-4	135	1
62	-7	-8	94[may fluoresce violet]	7
63	1	5	97	0

# By substructure, the compounds so far with an aryl methoxy group (eight)
cpd	compound	RPL19A TOR yeast	proCasp7 act	EBNA-1 inhibitor	MEP2-GFP yeast
7	CCCN(CC(=O)Nc1ccccc1OC)Cc1c(O)ccc2ccccc12	106	-27	1	109
20	COc1ccc(/C=N/n2c(C)nnc2C)c(OC)c1	105	-5	10	105
28	COc1cc(CCC(=O)Nc2cnc3ccccc3c2)cc(OC)c1OC	104	2	1	102
31	COc1ccc(-c2noc(CCCOc3ccc(Cl)cc3Cl)n2)cc1	95	19	-9	100
43	COc1ccc(C=O)cc1COc1ccc(Cl)cc1[N+](=O)[O-]	99	-1	5	100
49	COc1ccc(NS(=O)(=O)c2ccc3c(c2)CCCN3C(C)=O)cc1	100	-7	-12	110
55	COc1cc(-c2cc(-c3ccccc3)nc(SCC(=O)Nc3nccs3)c2C#N)cc(OC)c1OC	100	1	-19	99
57	COc1ccc(NC(=O)CCS(=O)(=O)c2ccc(OC)cc2)cc1	99	3	-8	94

cpd	AHR activator	ZTA DNA inh	LAP4 TOR yeast	procasp3 activ
7	15	3	103	-9
20	0	-5	111	1
28	4	-4	102	-8
31	2	-5	97	3
43	-2	-4	113	1
49	-1	-1	87	6
55	6	6	92	3
57	3	-8	98	2
